# Compound activity from PubChem BioAssay.
# SENP8 inh – blocks human SENP8 cleavage of Nedd8 substrate. Q96LD8. recombinant SENP8, Nedd8 substrate fluorescence. inhibition, % at 20 µM. 0.64% of 360,000 active; in the data active means inhibition mostly above about 40%, no sharp cut-off; inactive means mostly below about 27%
# Target sequence (Q96LD8 whole entry, looked up): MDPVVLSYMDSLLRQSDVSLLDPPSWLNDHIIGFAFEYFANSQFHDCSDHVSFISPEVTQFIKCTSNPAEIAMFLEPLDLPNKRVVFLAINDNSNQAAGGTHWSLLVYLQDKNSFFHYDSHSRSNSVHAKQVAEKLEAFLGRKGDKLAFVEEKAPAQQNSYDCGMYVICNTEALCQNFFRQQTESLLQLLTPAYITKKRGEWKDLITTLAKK
# MPTP inh – inhibitors of mitochondrial permeability transition pore; isolated mouse mitochondria, Ca2+ swelling absorbance, 30 min; AID 602449; inhibition, % at 10 µM; 1.4% of 360,000 active;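 active means inhibition of 50% or more, scaled per plate between neutral and stimulator controls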;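 further: 0% = DMSO wells given calcium and 100% = 1 mM EGTA wells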
# PfG6PD inh – PfG6PD (Plasmodium falciparum) enzyme inhibition | PfGluPho enzyme, NADPH resazurin-diaphorase fluorescence | inhibition, % at 20 µM | 0.78% of 350,000 active | AID 504690;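 active means inhibition reaching at least a set limit at 20 µM in the primary screen, cut at about 59% in these data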;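 further: 0% = DMSO wells with substrate and 100% = DMSO wells lacking glucose-6-phosphate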
# * marks the source's active call; other numbers are inactive results; i = inactive. This is a subset; count on the stated rates, not on these rows.
SMILES,SENP8 inh,MPTP inh,PfG6PD inh
C[C@@H]1CN([C@H](C)CO)C(=O)CCCn2nncc2CO[C@H]1CN(C)C(=O)c1ccc2ccn(C)c2c1,-65.2,-0.7,-9.7
Clc1ccc2c(c1)-c1ccccc1C1=NCCN12,-476.1,0.0,-4.1
CCS(=O)(=O)N1CCC2(CC1)OCCN2S(=O)(=O)c1ccccc1,8.9,-0.3,-13.1
CCN1C(=O)[C@H]2[C@@H](c3ccc(C(F)(F)F)cc3)N[C@]3(CCCN(Cc4ccc(Cl)cc4)C3=O)[C@H]2C1=O,10.6,0.5,4.9
Cc1ccc(-c2nc3ccc(Br)cn3c2CC(C)(C)C)cc1,9.0,-1.2,11.9
Cc1ccc(NC(=O)c2sc3nc(N4CCOCC4)c4c(c3c2N)CCCC4)cc1,i,1.1,35.7
O=C(O)C=Cc1c[nH]c2nccnc12,15.3,-1.0,-15.3
O=C(NCc1ccccc1CN1CCCC1)c1ccc(S(=O)(=O)Nc2ccccc2)cc1,0.4,0.4,-4.3
O=C(CCNC(=O)C1CCN(S(=O)(=O)c2ccccc2)CC1)NCc1cccnc1,13.0,-0.5,-15.7
Cc1ccc(S(=O)(=O)N2CCOCC2)cc1NC(=O)CSc1nnnn1C1CC1,9.4,0.4,3.3
O=C(NN=Cc1ccc(Cl)cc1Cl)c1ccccc1,7.0,-1.6,11.6
Cc1ccc(CCC(=O)Nc2ccc(Cl)cc2Cl)o1,9.5,-0.3,-0.2
COc1cc2ccc(C(C)=NNC(N)=S)cc2cc1OC,-0.9,-0.2,8.7
CCN(CC)c1nc(C=Cc2ccc(N(C)C)cc2)c2nccnc2n1,-16.5,9.0,6.2
COc1ccc(NC(=O)N(C)[C@H]2C[C@H]3c4[nH]c5ccccc5c4CCN3C[C@H]2[C@H](C)O)cc1,-9.9,-1.1,19.8
COc1ccc(CNC(=O)O[C@H]2CN(C(=O)OC(C)C)N(C(=O)OC(C)C)[C@@H]3CN(S(=O)(=O)c4ccc(C)cc4)C[C@]23O)cc1OC,-7.2,0.5,10.3
CSc1ccccc1C(=O)OCC(=O)Nc1c(C)n(C)n(-c2ccccc2)c1=O,6.8,-0.8,1.6
Cc1ccn(CCC(=O)N2CCCC(N3CCN(c4ccccc4C)CC3)C2)n1 (configuration not stated),3.2,-1.6,5.4
Cc1ccc(SCc2c(C(=O)N/N=C/c3cccs3)nnn2-c2nonc2N)cc1,-10.2,0.2,-0.7
O=C(C1CCCCC1)N1C[C@H](O)[C@@H](n2cc(C3CC3)nn2)C[C@@H]1c1ccccc1,13.3,0.3,5.0
Cc1cccc(NC(=O)CN2CCN(C(=O)c3cc(C4CC4)nn3-c3ccccc3)CC2)c1C,10.7,0.7,-18.4
C#CCN(C[C@@H]1[C@@H](OC(=O)NC2CC2)[C@@H](OC(=O)NC2CC2)CN(C(=O)OC(C)C)N1C(=O)OC(C)C)S(=O)(=O)c1ccc(C)cc1,-1.8,0.0,3.5
CCNC(=S)N1CCC(C(=O)c2ccc(F)cc2)CC1,18.3,0.0,1.8
O=C(c1ccoc1)N1CCN(c2cc(-c3ccccc3)nc3cc(-c4ccc(Br)cc4)nn23)CC1,-419.2,1.3,9.9
N#Cc1ccc(-c2nc3ccc(Br)cn3c2Cc2ccccc2)cc1,-71.4,-2.2,88.7*
CN1C(=O)[C@H]2[C@@H](c3ccccc3)N[C@]3(CCCN(Cc4ccc(F)cc4)C3=O)[C@H]2C1=O,-25.0,0.7,1.4
CCCCCCN1C[C@H](O)[C@@H](n2cc(-c3ccc(F)cc3)nn2)C[C@@H]1c1ccc(C)cc1,10.4,-0.1,28.3
COc1ccc(NC(=O)C[C@H]2C(=O)N(c3ccccc3)C[C@@H]2CSC)cc1,3.7,-0.1,11.8
O=C(C[C@H]1C[C@H]2c3cc(NS(=O)(=O)c4ccc(F)cc4)ccc3O[C@H]2[C@H](CO)O1)NCc1cc(F)ccc1F,6.8,-0.7,16.0
CCN1C(=O)[C@H]2[C@@H](c3ccccc3)N[C@]3(CCCN(Cc4ccccc4)C3=O)[C@H]2C1=O,12.2,-1.3,4.4
C[C@H](CO)N1C[C@H](C)[C@H](CN(C)S(=O)(=O)c2cccc(F)c2)Oc2ncc(-c3cccc(C(=O)N(C)C)c3)cc2C1=O,7.9,-1.6,-15.8
CC(C)=C(c1ccc(Cl)cc1)c1c(N)ncnc1N,12.8,-3.2,-10.9
COc1ccc(N2CCN(C(=O)CSc3nnc(C4CC4)n3C3CC3)CC2)cc1,16.2,0.2,3.8
NC(=O)c1nc2c([nH]c1=O)CCCC2,-54.2,0.3,4.9
COc1ccc(S(=O)(=O)N(C)C[C@H]2Oc3cc(Br)ccc3S(=O)(=O)N([C@H](C)CO)C[C@H]2C)cc1,4.5,-1.1,18.6
COCCNC(=S)Nc1ccc(N2CCOCC2)c(S(=O)(=O)Nc2ccc(Cl)cc2)c1,18.1,1.1,91.7*
C[C@@H]1CCCCO[C@@H](CN(C)S(=O)(=O)c2ccc(F)cc2)[C@@H](C)CN([C@H](C)CO)C(=O)c2cc(NC(=O)c3ccccc3)ccc2O1,15.9,-0.3,16.5
Cc1ccccc1Nc1nc(Cl)nc(NC(C)(C)C)n1,20.7,0.6,-12.3
CCC[C@H]1CN(c2ccccc2)C(=O)[C@@H]1CC(=O)Nc1ccc(Br)cc1,16.2,-0.5,9.6
CN(C)c1ccc2nc3ccc(=O)cc-3sc2c1,-4.4,5.3,78.3*

# Full records from above. Order of screens: SENP8 inh | MPTP inh | PfG6PD inh
# CN1C(=O)[C@H]2[C@@H](c3ccccc3)N[C@]3(CCCN(Cc4ccc(F)cc4)C3=O)[C@H]2C1=O in the list: -25.0 | 0.7 | 1.4
# CCCCCCN1C[C@H](O)[C@@H](n2cc(-c3ccc(F)cc3)nn2)C[C@@H]1c1ccc(C)cc1 in the list: 10.4 | -0.1 | 28.3

# (more compounds)
SMILES,SENP8 inh,MPTP inh,PfG6PD inh
O=C(N/N=C/c1c(O)ccc2ccccc12)C(=O)N1CCCC1,-33.0,1.3,-34.7
COc1ccc(OC)c(CN2CCN(C(=O)c3ccc(S(=O)(=O)N4CCCCCC4)cc3)CC2)c1,7.1,-0.8,-9.7
O=C(COC(=O)Cn1cnc2ccccc21)Nc1ccc(Br)cc1,20.0,0.9,-8.3
c1ccc(COc2ncnc3c2ncn3CCCNCc2cccs2)cc1,13.1,-2.4,-0.8
O=C1[C@H]2[C@@H](c3ccc(C(F)(F)F)cc3)N[C@]3(CCCN(Cc4ccc(Br)cc4)C3=O)[C@H]2C(=O)N1Cc1ccccc1,-8.6,-1.2,16.2
Cc1ccc(C(=Cc2ccc([N+](=O)[O-])cc2)C(=O)O)cc1,28.4,0.3,-6.0
CCCCN1C(=O)C(CC(=O)NC2CC2)CC(C(=O)N(CC)CC)=C1C (configuration not stated),1.9,1.8,-4.9
C[C@H](CO)N1C[C@H](C)[C@H](CN(C)S(=O)(=O)c2ccc(C#N)cc2)OCc2cnnn2CCCC1=O,8.4,-0.5,-0.8
CCOC(=O)c1c(C)[nH]c(C(=O)OCC(=O)NCc2ccco2)c1C,6.3,0.4,6.0
CCN1C(=O)[C@H]2[C@@H](c3ccc(OC)cc3)N[C@]3(CCCN(Cc4ccco4)C3=O)[C@H]2C1=O,3.1,-2.4,1.2
Cc1n[nH]c2ccc(Br)cc2c1=O,3.8,-0.3,-19.7
CCCCN1CC(C)(C)[C@H](CC(=O)Nc2ccc(Br)cc2)C1=O,15.8,-0.1,21.2
CS(=O)(=O)c1cc(C(=O)O)cc(NCc2ccccc2)c1Oc1ccccc1,-277.6,0.7,-1.7
C[C@H](O)[C@@H]1C(=O)N2CCc3ccc(N4CCN(C)CC4)cc3[C@@H]2C[C@@H]1N(C)C(=O)c1cccnc1,-10.2,-0.6,19.1
CCCCCCN1C[C@H](n2cc(COC(=O)c3ccccc3)nn2)[C@@H](O)C[C@@H]1c1ccc(C)cc1,-4.0,-1.5,22.2
O=C(NCC(c1ccco1)N1CCCC1)c1cccc(S(=O)(=O)N2CCc3ccccc32)c1 (configuration not stated),9.6,2.9,12.1
Cc1cccnc1NC(=O)Nc1cccc(F)c1,17.3,0.1,-14.5
CC(C)C#Cc1ccc2c(c1)O[C@@H](CN(C)C(=O)c1cnccn1)[C@@H](C)CN([C@@H](C)CO)S2(=O)=O,-12.9,0.2,-11.9
O=C(Nc1ccccc1)c1nc[nH]c1C(=O)Nc1ccccc1F,-7.4,0.0,-17.7
COC(=O)c1ccccc1NN=Nc1ccccc1[N+](=O)[O-],26.3,-0.1,3.8
COc1ccc(S(=O)(=O)N2CCCCC2)cc1C(=O)NC1CCS(=O)(=O)C1 (configuration not stated),3.5,0.2,8.4
COC(=O)C[C@H]1C[C@@H]2c3cc(NS(=O)(=O)c4ccc(OC)cc4)ccc3O[C@@H]2[C@H](CO)O1,1.3,1.3,6.1
Cc1ccc([C@H]2C[C@H](O)[C@@H](n3cc(C4CC4)nn3)CN2CC2CCCCC2)cc1,20.9,0.8,21.9
Cc1ccc(C(=O)C=CC=Cc2ccccc2)cc1,17.5,0.1,8.6
CCN(CC)C(=O)C1=C(C)N(CCCOC)C(=O)C(CC(=O)NCCCN(C)C)C1 (configuration not stated),2.6,-1.3,-12.2
COc1ccc(CN(C)C(=O)c2ccc(OCC(=O)Nc3cccc(C(F)(F)F)c3)c(OC)c2)cc1,11.8,18.7,20.7
O=C(Nc1ccccc1Cl)c1cc(S(=O)(=O)N2CCC3(CC2)OCCO3)ccc1F,4.9,-0.1,-13.0
CN(CC(=O)NCC1CCCO1)S(=O)(=O)c1ccc2ccccc2c1 (configuration not stated),0.0,-0.8,-3.4
CCC1CCCCN1C(=O)COC(=O)c1cncc(Br)c1 (configuration not stated),-5.9,-1.3,0.9
CC1(C)CC(=O)C=C(c2ccc(Oc3ccccc3)cc2)C1=O,15.6,-0.4,22.3
CCN1C(=O)[C@H]2[C@@H](c3ccc(C(F)(F)F)cc3)N[C@]3(CCCN(Cc4cccn4C)C3=O)[C@H]2C1=O,17.7,0.9,5.6
C/C(=N\NC(=O)c1nnn(-c2nonc2N)c1CN1CCC(C)CC1)c1ccc(Br)cc1,2.4,0.6,-13.1
Cc1ccc([C@H]2C[C@@H](O)[C@H](n3cc(C4CC4)nn3)CN2C(=O)C2CCCCC2)cc1,14.0,-2.4,-11.2
CC1CCC(NC(=O)C(NS(=O)(=O)c2ccc(Br)cc2)C(C)C)CC1 (configuration not stated),3.9,0.0,1.8
CN(Cc1ccccc1)C(=O)CN1C(=O)NC2(CCCc3sccc32)C1=O (configuration not stated),11.0,-0.6,-0.8
COc1ccc(C2CC(c3cccc([N+](=O)[O-])c3)=NN2/C(C)=C/C(C)=O)cc1 (configuration not stated),5.6,0.4,25.4
C[C@H]1CN([C@@H](C)CO)C(=O)CCCn2cc(nn2)CO[C@@H]1CN(C)C(=O)c1ccncc1,11.2,-2.8,-13.4
CCOc1ccc(N(CC(=O)Nc2ccc(Cl)cc2)S(C)(=O)=O)cc1,-0.1,1.7,8.5
Cc1ccc(NC(=O)c2ccc(OCC3CCCO3)cc2)cc1Cl (configuration not stated),6.3,0.2,-1.4
O=C(OCC(=O)N1CCN(c2ccccc2)CC1)c1cc(F)c(F)cc1Cl,7.1,-1.0,3.9
C[C@@H]1CCCCO[C@@H](CN(C)C(=O)c2ccccc2)[C@@H](C)CN([C@H](C)CO)C(=O)c2cc(N(C)C)ccc2O1,-129.3,-2.2,32.6
CCOC(=O)c1c(C)[nH]c(C)c1C(=O)COC(=O)/C=C/c1cccc([N+](=O)[O-])c1,8.8,0.4,-2.4
Cc1nc2c(=O)[nH]n(C)c2nc1C,-1.2,-1.7,-3.1
CCOC(=O)c1ccc(S(=O)(=O)N2CCC(C(=O)NCC3COc4ccccc4O3)CC2)cc1 (configuration not stated),8.8,1.4,-0.2
COc1cc2ccc(NC(C)=O)cc2cc1OC,6.9,-0.2,-11.7
COc1cccc(N2CCN(C(=O)c3ccc(Cl)c(S(=O)(=O)N4CCCCCC4)c3)CC2)c1,21.0,0.5,-10.1
CN(Cc1ccc(Cl)c(Cl)c1)C(=O)C1CC(=O)N(c2ccc3c(c2)OCCO3)C1 (configuration not stated),5.3,-0.9,-17.4
C[C@@H]1CN([C@H](C)CO)C(=O)c2c(c3ccccc3n2C)-c2ccccc2CO[C@H]1CN(C)Cc1ccccc1,6.1,-1.6,8.6
COc1ccccc1CNC(=O)C[C@@H]1C[C@H]2c3cc(N(C)C)ccc3O[C@H]2[C@H](CO)O1,-38.9,-0.6,16.6
Nc1ccccc1SC(CC(=O)c1ccccc1)c1ccc([N+](=O)[O-])cc1 (configuration not stated),22.4,-1.6,61.1*
COc1ccc([C@H]2C[C@@H](n3cc(COC(=O)c4ccccc4)nn3)[C@H](O)CN2C(=O)C2CCCCC2)cc1,-12.9,0.0,11.7
Cc1ccc(OCC(=O)Nc2ccncc2)cc1C,13.3,13.6,4.1

# Structural class: the compounds so far with an aryl thioether with sulfur outside any ring (five)
SMILES,SENP8 inh,MPTP inh,PfG6PD inh
Cc1ccc(S(=O)(=O)N2CCOCC2)cc1NC(=O)CSc1nnnn1C1CC1,9.4,0.4,3.3
CSc1ccccc1C(=O)OCC(=O)Nc1c(C)n(C)n(-c2ccccc2)c1=O,6.8,-0.8,1.6
Cc1ccc(SCc2c(C(=O)N/N=C/c3cccs3)nnn2-c2nonc2N)cc1,-10.2,0.2,-0.7
COc1ccc(N2CCN(C(=O)CSc3nnc(C4CC4)n3C3CC3)CC2)cc1,16.2,0.2,3.8
Nc1ccccc1SC(CC(=O)c1ccccc1)c1ccc([N+](=O)[O-])cc1 (configuration not stated),22.4,-1.6,61.1*
